Screening data from PubChem.
ERG Ets-DNA blk: qHTS for Small Molecule Inhibitors of the ERG Ets/DNA interaction; Transcriptional regulator ERG (Homo sapiens), P11308; fluorescence polarization, His-ERG Ets domain / labelled DNA; Potency, µM (top dose mostly 76.9 µM), inactives show at the highest dose FP activity, negative = inhibition, actives largely listed as inhibitors; 370,000 compounds, 0.028% hits; AID 624246, 2012; active = well fitted inhibition curve with a large enough effect in the polarisation, with a control signal flat; inconclusive = small, poorly fitted or top-dose-only effect, or effect the other way, or a change in a side signal; inactive = no such curve, though single readings can be large or run the other way; the % refers to the polarisation;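 note: polarization taken with two DNA probes labelled with fluorescein and Texas red; potency is the fitted concentration of half-maximal effect; % of control where 0% means no effect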
Target sequence (P11308 whole entry, looked up, the tested form may be a part): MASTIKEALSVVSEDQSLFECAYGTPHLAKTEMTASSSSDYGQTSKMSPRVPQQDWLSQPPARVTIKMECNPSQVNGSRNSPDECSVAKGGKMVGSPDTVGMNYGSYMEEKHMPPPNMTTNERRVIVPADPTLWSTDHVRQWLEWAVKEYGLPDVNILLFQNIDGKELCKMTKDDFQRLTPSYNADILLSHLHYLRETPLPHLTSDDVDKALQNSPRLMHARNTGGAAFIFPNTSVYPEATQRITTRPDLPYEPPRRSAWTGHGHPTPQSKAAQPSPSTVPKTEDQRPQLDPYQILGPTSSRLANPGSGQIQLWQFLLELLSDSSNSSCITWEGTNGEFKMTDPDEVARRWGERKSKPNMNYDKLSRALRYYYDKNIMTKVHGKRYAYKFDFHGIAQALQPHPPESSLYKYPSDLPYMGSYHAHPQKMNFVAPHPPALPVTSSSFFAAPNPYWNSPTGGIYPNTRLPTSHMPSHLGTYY
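His-tagged ERG Ets domain (1 uM in the protein solution; 300mM KCl, 50mM Tris-HCl, 1mM EDTA, 1mM DTT, pH 7.5) received compound, then a probe mix of 5 nM fluorescein-DNA and 100nM Texas-615-DNA. Fluorescence polarization was read for both dyes.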
PI4K2A inh: qHTS for small molecular inhibitors of PI4K2A; purified PI4K2A, ADP-Glo luminescence, 1 h; active compounds read low; activity change, negative = inhibition, % at 76.9 µM; 420,000 compounds, 0.13% hits; AID 1346378, 2018; in the data active = activity change below about -50%; inconclusive = mostly about -30% to -49%;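 note: -100% = wells without enzyme as full effect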
Target sequence (Q9BTU6 whole entry, looked up): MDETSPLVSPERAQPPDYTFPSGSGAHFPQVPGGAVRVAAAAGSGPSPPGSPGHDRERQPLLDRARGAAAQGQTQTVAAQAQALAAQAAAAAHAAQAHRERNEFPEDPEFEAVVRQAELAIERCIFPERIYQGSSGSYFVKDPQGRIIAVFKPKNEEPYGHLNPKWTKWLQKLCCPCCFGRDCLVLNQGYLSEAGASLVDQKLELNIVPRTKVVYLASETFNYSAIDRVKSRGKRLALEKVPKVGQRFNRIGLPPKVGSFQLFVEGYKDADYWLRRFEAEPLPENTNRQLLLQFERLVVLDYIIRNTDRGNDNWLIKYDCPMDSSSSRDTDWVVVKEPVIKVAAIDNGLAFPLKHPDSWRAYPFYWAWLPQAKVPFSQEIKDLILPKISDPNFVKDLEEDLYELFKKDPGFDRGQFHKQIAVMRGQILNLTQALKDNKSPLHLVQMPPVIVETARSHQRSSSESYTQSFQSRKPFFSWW
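In this quantitative HTS, ADP production by PI4K2A was quantified luminescently after 1 h at ambient temperature; 100 microM adenosine served as plate-quality control.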
GLS inhibitor: qHTS for Inhibitors of Glutaminase (GLS) | 410,000 compounds, 0.21% hits | AID 624170, 2012 | GLS enzymatic activity, qHTS titration | Glutaminase kidney isoform, mitochondrial (Homo sapiens), O94925 | Potency, µM (doses to about 45.5 µM), inactives show at the highest dose activity change, negative = inhibition, most hits filed as inhibitors; note: potency is the fitted concentration of half-maximal effect; % is set by controls: 0 for no effect and ±100 for the full control effect
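Two-point fluorescence kinetic (t0, 30 min RT) for hKGA; glutamate detected via glutamate oxidase–HRP–Amplex Red. Substrate: 1 mM L-glutamine solution; buffer 45 mM KH2PO4, pH 8.2.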
ALOX12 inh: Primary qHTS assay for inhibitors of human arachidonate 12S-lipoxygenase (ALOX12): Round 2. 580,000 compounds, 1.1% hits. purified 12hLO, xylenol orange hydroperoxide absorbance. AID 1671190, 2021. Potency, µM (highest dose often 108 µM), inactives show at the top dose activity change, negative = inhibition, actives largely listed as inhibitors; note: potency is the fitted concentration of half-maximal effect; % is set by controls: 0 for no effect and ±100 for the full control effect
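Purified human 12hLO (150 nM final) in 25 mM Hepes, 0.01% Triton X-100, pH 7.0 was preincubated 15 min at room temperature with compound. Then 40 uM arachidonic acid was added, 30 min. Hydroperoxide was read by Fe-XO absorbance ratio 573/405 nm.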
BAZ2B inh: qHTS Assay for Inhibitors of BAZ2B; AlphaScreen BAZ2B-H3K14Ac peptide displacement; Potency, µM (titrated, usually from 114 µM), for the others: top-dose activity change, negative = inhibition, usual class: inhibitors; 360,000 compounds, 4.4% hits; AID 504333, 2011; note: potency is the fitted concentration of half-maximal effect; % is set by controls: 0 for no effect and ±100 for the full control effect; nearly all actives have a fitted effect of over 60% in size
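AlphaScreen displacement: compounds (up to 110uM) incubated 30 min at room temperature with a preformed 50 nM BAZ2B/50 nM biotinylated H3K14Ac peptide complex in PBS pH 7.4 with Tween-20. Donor and acceptor beads at 10 ug/mL final added, 20 min light-protected before reading.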
HP1b binding inh: HTS for Inhibitors of HP1-beta Chromodomain Interactions with Methylated Histone Tails; Chromobox protein homolog 1 (Homo sapiens), P83916; AID 540317, 2011; 390,000 compounds, 0.56% hits; Potency, µM (series often up to 114 µM), inactives show at the top dose activity change, negative = inhibition, most hits filed as inhibitors; AlphaScreen HP1-beta / biotin-H3K9me3 peptide binding; note: potency is the fitted concentration of half-maximal effect; nearly all actives have a fitted effect of over 70% in size; inactives centre near 23
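HP1-beta protein (50 nM final) preincubated 30 min at room temperature with biotinylated H3(1-18)K9me3 peptide (50 nM) in PBS pH 7.4, 0.01% Tween-20, then compound added for 30 min. AlphaScreen streptavidin donor/nickel chelate acceptor beads (10 ug/mL final), 30 min dark, luminescence read.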
G9a inh: qHTS Assay for Inhibitors of Histone Lysine Methyltransferase G9a; Histone-lysine N-methyltransferase EHMT2 (Homo sapiens), Q96KQ7; G9a H3K9 monomethylation, AlphaScreen, 2 h; Potency, µM (highest dose often 102 µM), for the others: top-dose activity, negative = inhibition, actives largely listed as inhibitors; 350,000 compounds, 8.8% hits; AID 504332, 2011; note: potency is the fitted concentration of half-maximal effect; % is set by controls: 0 for no effect and ±100 for the full control effect; nearly all actives have a fitted effect of over 75% in size
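Signal arises when biotinylated H3K9 peptide, once monomethylated, bridges streptavidin donor and antibody-captured acceptor beads. Enzyme at 20 nM was preincubated 15 min with test compounds; peptide 500 nM and SAM 20 uM then reacted for 2 h.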
RGS4 inhibitor: Inhibitors of Regulator of G Protein Signaling (RGS) 4: qHTS; Transcreener GDP fluorescence polarization, RGS4-accelerated GTP hydrolysis; 390,000 compounds, 0.039% hits; Potency, µM (highest dose often 114 µM), inactives show at the highest dose activity change, negative = inhibition, hits mostly inhibitors; Regulator of G-protein signaling 4 (Homo sapiens), P49798; note: potency is the fitted concentration of half-maximal effect; % is set by controls: 0 for no effect and ±100 for the full control effect; nearly all actives have a fitted effect of over 75% in size; some results filed as inactive show a strong effect at the top dose
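MLSMR compounds (23 nl, pin-transferred) preincubated 10 min at room temperature with a 500nM (2x) first reagent, then RGS4 at 900nM (2x) plus Transcreener GDP mix added; fluorescence polarization (620/688 nm) read before and after 90 min at 30 °C.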
JMJD2A Tudor inh: qHTS Assay for Inhibitors of JMJD2A-Tudor Domain; Potency, µM (series often up to 114 µM), inactives show at the top dose activity change, negative = inhibition, hits mostly inhibitors; 390,000 compounds, 4.4% hits; AlphaScreen JMJD2A-Tudor / H3K4me3 peptide binding; Lysine-specific demethylase 4A (Homo sapiens), O75164; note: potency is the fitted concentration of half-maximal effect; % is set by controls: 0 for no effect and ±100 for the full control effect; nearly all actives have a fitted effect of over 50% in size
The depositor's hits bear a star; ? = inconclusive; . = no result given; [ ] = remark or other dose. Unless noted, calls come from the whole dose curve; as a rule, active = well fitted curve in the direction sought with a large enough effect; inconclusive = small, poorly fitted or top-dose-only effect, or another doubt; inactive = no such curve, though single readings can be large; an effect the other way counts as inactive or inconclusive. This is a subset (hit frequency here may not be typical).

SMILES	ERG Ets-DNA blk	PI4K2A inh	GLS inhibitor	ALOX12 inh	BAZ2B inh	HP1b binding inh	G9a inh	RGS4 inhibitor	JMJD2A Tudor inh
CC(C(=O)Nc1nc2ccccc2[nH]1)N1C(=O)C2CC=CCC2C1=O (stereo unspecified)	-1%	-2	18%	16%	-38%	30%	?	0%	-32%
O=C1NC(c2ccccc2)N=C2Oc3ccccc3C=C12 (stereo unspecified)	5%	13	-3%	?	.	30%	.	-4%	-3%
O=C(CN1C(=O)c2cccc3cccc1c23)Nc1ccccc1Br	-4%	-3	2%	-30%	3%[57.1 µM]	25%	-2%[59 µM]	-8%	-1%
NNC(=O)c1cc(-c2ccc(N)cc2)nc2ccc(Br)cc12	14%	0	1%	175%[activator]	-16%	56%[activator]	.	-5%	-21%
O=c1[nH]c2ccc(N/C(=N/S(=O)(=O)c3ccccc3)c3ccccc3)cc2[nH]1	5%	4	-4%	-10%	15%	-3%	19%[59 µM]	-14%	?
Cc1ccc(NC(=O)c2ccc(-n3cccn3)c([N+](=O)[O-])c2)cc1	-12%	0	9%	-9%	-10%	-8%	10%	-3%	-31%
Cc1n[nH]c(C)c1CCCOc1ccccc1	-9%	4	-10%	-108%	-25%	58%[activator]	4%[12.7 µM]	-20%	-8%
CCN(CC)C(=O)Oc1ccnc2cc(Cl)ccc12	1%	2	15%	0%	-12%	7%	15%	21%	-3%
CSCCC(NC(=O)COc1ccccc1)C(=O)N1CCCC(C(F)(F)F)C1 (stereo unspecified)	19%	0	-10%	?	-3%	18%	5%[2.33 µM]	1%	-13%
O=C(CC1C(=O)NCCN1Cc1ccc(F)cc1)NC1CCCCCCC1 (stereo unspecified)	2%	-1	0%	14%	-23%	35%	50µM*	12%	9%
O=S1(=O)CCN(Cc2ccc(F)cc2)CC1	-4%	28	5%	-17%	-20%	18%	-7%	20%	-2%
CCc1nnc(NC(=O)CCC(=O)N2CCN(c3cccc(Cl)c3)CC2)s1	1%	9	12%	-15%	-25%	34%	11%	-6%	-7%
COc1ccccc1CNC(=O)CCCC(=O)n1nc(C)c2ccccc21	3%	-9	3%	29%	-7%[57.1 µM]	36%	-18%	-21%	2%
Cc1ccccc1-c1nnc(SCC(=O)NCc2ccc3c(c2)OCO3)n1C	-2%	-6	14%	8%	2%	28%	-10%[12.7 µM]	6%	-7%
CCCCOc1ccc(C(=O)N/C(=C\c2ccc(OC)cc2)C(=O)OCc2ccco2)cc1	-8%	6	1%	127%[activator]	-29%	19%	.	-14%	0%
Cc1ccc(-n2c(Cc3noc4ccccc34)n[nH]c2=S)cc1	?	0	15%	24%	?	30%	.	11%	?
COc1ccc(F)cc1S(=O)(=O)Nc1cc2c3c(c1)CCC(=O)N3CCC2	-3%	1	1%	-29%	9%	25%	9%[0.501 µM]	21%	-17%
COc1ccc(NC(=O)CSc2nc(O)c(Cc3ccccc3)c(=O)[nH]2)cc1	3%	-2	18%	8%	16%	25%	?	14%	-18%
O=C1/C(=N\O)Cc2ccccc21	.	-2	51%[activator]	2%	-3%	11%	-44%	-3%	-5%
Cc1ccc(C(=O)NNC(=O)COC(=O)COc2ccccc2C#N)cc1	6%	-4	6%	71%[activator]	-7%	36%	?	20%	1%
COc1ccc(-c2cnc[nH]2)cc1	-15%	9	-1%	?	-24%	13%	-7%	-22%	-10%
CC[C@]12c3[nH]c4ccc(Cl)cc4c3CCN1C(=O)[C@@H](CC(=O)NCCN1CCOCC1)C[C@@H]2C(=O)N1CCN(C(=O)C2CC2)CC1	4%	-1	-1%	28%	.	52%	.	3%	-7%
COc1ccc2cc(-c3nc(-c4ccc(N(C)C)cc4)no3)c(=O)oc2c1	3%	3	-4%	-10%	-9%	33%	-1%[59 µM]	5%	-7%
COc1ccccc1COn1c(=O)c(-c2ccco2)[n+]([O-])c2ccccc21	6%	-1	-3%	-14%	-9%	31%	.	-14%	-2%
CC(C)c1ccc(Cn2c(COc3ccccc3)nc3ccccc32)cc1	5%	0	-1%	-28%	50%[activator]	66%[activator]	27%[59 µM]	-4%	38%[activator]

5 structures out of the list, arranged by molar mass, descending:
SMILES	ERG Ets-DNA blk	PI4K2A inh	GLS inhibitor	ALOX12 inh	BAZ2B inh	HP1b binding inh	G9a inh	RGS4 inhibitor	JMJD2A Tudor inh
CC[C@]12c3[nH]c4ccc(Cl)cc4c3CCN1C(=O)[C@@H](CC(=O)NCCN1CCOCC1)C[C@@H]2C(=O)N1CCN(C(=O)C2CC2)CC1	4%	-1	-1%	28%	.	52%	.	3%	-7%
Cc1ccccc1-c1nnc(SCC(=O)NCc2ccc3c(c2)OCO3)n1C	-2%	-6	14%	8%	2%	28%	-10%[12.7 µM]	6%	-7%
Cc1ccc(C(=O)NNC(=O)COC(=O)COc2ccccc2C#N)cc1	6%	-4	6%	71%[activator]	-7%	36%	?	20%	1%
COc1ccccc1CNC(=O)CCCC(=O)n1nc(C)c2ccccc21	3%	-9	3%	29%	-7%[57.1 µM]	36%	-18%	-21%	2%
COc1ccccc1COn1c(=O)c(-c2ccco2)[n+]([O-])c2ccccc21	6%	-1	-3%	-14%	-9%	31%	.	-14%	-2%

More compounds:
SMILES	ERG Ets-DNA blk	PI4K2A inh	GLS inhibitor	ALOX12 inh	BAZ2B inh	HP1b binding inh	G9a inh	RGS4 inhibitor	JMJD2A Tudor inh
CCCCNC(=O)C1CCCN1C(=O)Nc1ccccc1 (stereo unspecified)	4%	-1	-11%	-13%	5%	49%[activator]	-8%[59 µM]	13%	9%
Cc1ccc(CNC(=O)CCCn2c(=O)c3ccccc3n(CC(=O)NC3CCCC3)c2=O)cc1	-5%	3	6%	0%	0%	22%	6%[12.7 µM]	-10%	-6%
CC(C)C(=O)Nc1cccc(N2CCN(CCCN3C(=O)C4CCCCN4C3=O)CC2)c1 (stereo unspecified)	1%	-10	6%	?	.	18%	.	3%	79µM*
COc1ccc(CCN2C(=O)NC(NC(=O)C(C)(C)C)(C(F)(F)F)C2=O)cc1OC (stereo unspecified)	0%	-1	-1%	-17%	-2%	24%	27%[59 µM]	-19%	-1%
COc1ccc(C(=O)NC2CC2)cc1OC1CCN(Cc2ccc(SC)cc2)CC1	-5%	3	1%	-4%	-13%	13%	-10%[59 µM]	-8%	-13%
O=C(COC(=O)c1ccc(S(=O)(=O)Nc2ccccc2)cc1)NCc1ccco1	5%	4	.	0%	?	3%	1%	18%	-15%
O=C(Nc1ccccc1Cc1ccccc1)c1ccccc1F	1%	2	-15%	?	67%[activator]	72%[activator]	39%	-27%	61%[activator]
C=CCNC(=O)NC(=O)COn1nnc2ccc(S(=O)(=O)N(C)C)cc21	0%	-2	4%	-19%	6%	10%	-9%[59 µM]	3%	-16%
COc1cc(C(C)=O)ccc1OCC(O)CN1CCN(S(=O)(=O)c2ccccc2)CC1 (stereo unspecified)	2%	-3	4%	10%	0%	38%	10%[12.7 µM]	-32%	-14%
Cc1ccc(OCC(=O)N/N=C\c2cccn2C)c([N+](=O)[O-])c1	10%	3	7%	-6%	?	?	-11%	8%	-25%
C#CCNc1nc(C)nc2c1nnn2Cc1ccccc1F	-10%	7	8%	-16%	8%	41%	24%[59 µM]	-26%	4%
CC(=O)NCc1ccc(C(=O)O)cc1	-2%	-3	0%	10%	-24%	25%	11%	10%	-8%
O=C(Nc1ccc(F)cc1F)c1ccc(-c2ccccc2)s1	2%	?	0%	?	7%	29%	0%[59 µM]	-42%	11%
c1ccc(COc2cncc(-c3cccnc3)c2)cc1	6%	-2	7%	17%	33%[activator]	14%	11%[0.501 µM]	?	-35%
